# Screening data: PubChem BioAssay, The Scripps Research Institute Molecular Screening Center
# TDP2 inh: blocks human TDP2 phosphodiesterase activity | recombinant TDP2, T5PNP hydrolysis, p-nitrophenol absorbance 415 nm | 370,000 compounds, 0.34% hits | O95551 | inhibition, % at 12.8 µM;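 active = inhibition above the mean of all tested compounds plus 3 SD, set per campaign, cut at about 25% in these data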;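 also: 0% = DMSO with enzyme and 100% = buffer with substrate but no TDP2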
#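 test system = human TDP2 enzyme | input = TDP2 enzyme at 120 nM final | medium = 50 mM Tris-HCl pH 7.5 with Mg2+, KCl, DTT, BSA | also added = T5PNP substrate, 5 mM | times = 2 h at 37 °C | technique = epi absorbance | benchmarks = high control without enzyme, low control DMSO plus TDP2 | replication = each compound tested once, singlicate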
# ASAP1 GAP inh: blocks human ASAP1-stimulated Arf1 GTP hydrolysis; Q9ULH1; GDP FP detection; inhibition, % at 16.5 µM; 360,000 compounds, 0.19% hits; in the data active = inhibition above about 25%;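 also: 0% = vehicle with enzyme and substrate and 100% = no enzyme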
# Target sequence (Q9ULH1 325-724 limits assumed): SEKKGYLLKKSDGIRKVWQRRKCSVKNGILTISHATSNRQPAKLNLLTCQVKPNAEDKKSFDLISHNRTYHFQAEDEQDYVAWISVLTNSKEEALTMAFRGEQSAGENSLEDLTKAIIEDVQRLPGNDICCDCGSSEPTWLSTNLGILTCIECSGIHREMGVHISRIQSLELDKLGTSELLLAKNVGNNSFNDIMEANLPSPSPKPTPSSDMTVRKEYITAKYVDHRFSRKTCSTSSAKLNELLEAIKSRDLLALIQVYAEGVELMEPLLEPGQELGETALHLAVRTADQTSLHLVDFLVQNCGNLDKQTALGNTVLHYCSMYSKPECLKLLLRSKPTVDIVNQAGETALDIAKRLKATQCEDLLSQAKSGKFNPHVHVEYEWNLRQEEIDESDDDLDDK
# ADAM10 inh: inhibitors of human ADAM10; O14672; inhibition, % at 7 µM; 370,000 compounds, 0.62% hits; recombinant ADAM10, EDANS/DABCYL FRET peptide cleavage, 3 h;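 active = inhibition above a per-campaign cutoff equal to the mean of compounds falling between control-based bounds plus 3 SD, cut at about 20% in these data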;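 also: 0% = DMSO wells while the 100% control is not disclosed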
# Target sequence (O14672 214-748 limits assumed): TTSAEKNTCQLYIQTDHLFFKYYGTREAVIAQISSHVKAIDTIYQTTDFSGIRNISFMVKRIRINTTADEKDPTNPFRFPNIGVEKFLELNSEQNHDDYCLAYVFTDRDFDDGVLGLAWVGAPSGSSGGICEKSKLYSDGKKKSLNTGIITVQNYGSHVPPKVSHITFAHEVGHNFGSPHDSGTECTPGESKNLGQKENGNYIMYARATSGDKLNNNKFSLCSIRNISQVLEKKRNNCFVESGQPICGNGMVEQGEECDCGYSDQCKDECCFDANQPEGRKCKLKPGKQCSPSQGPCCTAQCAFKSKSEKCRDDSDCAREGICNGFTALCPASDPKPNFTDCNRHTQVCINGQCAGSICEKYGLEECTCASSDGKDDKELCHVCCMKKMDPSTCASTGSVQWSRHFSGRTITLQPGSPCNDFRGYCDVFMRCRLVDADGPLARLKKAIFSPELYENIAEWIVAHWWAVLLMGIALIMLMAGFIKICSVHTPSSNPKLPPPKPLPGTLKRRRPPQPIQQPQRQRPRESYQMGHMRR
# LEDGF integ inh: blocks HIV-1 LEDGF/p75-dependent DNA integration. TR-FRET IN-LEDGF/p75 DNA integration, Eu/Cy5. inhibition, % at 3.7 µM. 370,000 compounds, 0.64% hits. AID 743269;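 active = inhibition above the screen-wide mean plus 3 SD, cut at about 13% in these data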;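 also: signal is the Cy5 over europium emission ratio at 671 and 618 nm; 0% = plate median of compound wells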
# KLK7 zymogen act: proKLK7 (human) activation, primary screen; P49862; purified proKLK7, EDANS-DABCYL substrate fluorescence; 100% is mature enzyme control, 0% vehicle; activation, % at 7 µM; 370,000 compounds, 0.9% hits;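 active = activation above the mean of all tested compounds plus 3 SD, computed per campaign excluding outliers beyond control limits, cut at about 13% in these data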
# ADAM17 inh: inhibitors of human ADAM17; inhibition, % at 6.95 µM; 370,000 compounds, 0.83% hits; recombinant ADAM17, EDANS/DABCYL FRET peptide cleavage;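 active = inhibition above the mean of compounds lying between control limits plus 3 SD, set per campaign, cut at about 8.5% in these data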;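 also: 0% = DMSO-only wells as the low control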
# Tn7 DDE FP: DD(E)-Tn7 binding inhibition, primary FP screen; P02675; FP displacement of FITC-Tn7 peptide from fibrin DD(E); 0% = median of compound wells per plate; inhibition, % at 8.3 µM; 370,000 compounds, 0.13% hits; AID 720508;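 active = inhibition above the mean of compounds falling within the control limits plus 3 SD of them, cut at about 14% in these data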;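 also: 0% = plate median of compound wells and 100% = 10 µM Aha-Tn7 peptide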
#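 Assay system: human fibrin DD(E). Input: DD(E) 2 µM final. Medium: Tris buffer with calcium and detergent, pH 7.8. Compound dosing: single point at 8.3 µM. Timing: 10 min plus 3 h, room temperature. Technique: fluorescence polarization of the labelled Tn7 tracer. Read-out: percent inhibition. Replicates: singlicate testing.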
# DDE Tn6 FP inh: DD(E)-Tn6 binding inhibition, primary FP screen; P02675; Fibrin DD(E) TRITC-Tn6 fluorescence polarization displacement; inhibition, % at 8.3 µM; 370,000 compounds, 0.21% hits; AID 720509;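 active = inhibition above a per-campaign cutoff: mean of compounds within control limits plus 3 SD, cut at about 15% in these data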;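 also: 0% = median of all compound wells on the plate and 100% = blocking peptide control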
# ARFGAP1 inh: inhibitors of rat ARFGAP1. Q62848. inhibition, % at 16.5 µM. 360,000 compounds, 0.26% hits. Arfgap1-stimulated ARF1 GTP hydrolysis, GDP FP detection. AID 651572;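 active = inhibition above a per-plate limit, mean inhibition of low control wells plus 3 SD, cut at about 25% in these data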;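 also: 0% = DMSO wells with enzyme and 100% = wells lacking Arfgap1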
#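 Assay system: purified rat His6-Arfgap1 residues 1-136 (GAP domain); Reagent: human Δ17 ARF1 bound to GTP; Dosing: 16.5 µM single point, 1.26% DMSO; Times: GTP hydrolysis reaction 2 h at 25 °C; Signal: FP, GDP Alexa 633 tracer displaced from anti-GDP antibody, 620/688 nm; Measure: % inhibition from polarization.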
# PLC-gamma1 inh: blocks human PLC-gamma1 enzyme activity; inhibition, % at 12.2 µM; purified PLC-gamma1, fluorogenic substrate, fluorescence; AID 720700; 370,000 compounds, 0.84% hits; in the data active = inhibition above about 9.5%
# Starred values were filed as active, the others as inactive; nt = no result given.
smiles,Tn7 DDE FP,LEDGF integ inh,PLC-gamma1 inh,TDP2 inh,ADAM10 inh,KLK7 zymogen act,ARFGAP1 inh,ASAP1 GAP inh,ADAM17 inh,DDE Tn6 FP inh
O=C(Nc1ccc(F)cc1)C1CC(=O)n2cnnc2N1 (stereo unspecified),-8,5,3,-15,3,-0.3,5,8,0,-7
Cc1cc(C)c2c3c(sc2n1)C(=O)N(c1ccccc1C)CC(=O)N3,1,-2,4,-2,2,-1.2,2,0,-11,-9
CC1CCN(c2ccc3nnc(CCC(=O)Nc4cc(F)ccc4F)n3n2)CC1,-4,-3,1,-4,3,-0.6,-8,-1,0,-2
CCCn1c(=N)n(CC(O)COc2cccc(C)c2)c2ccccc21 (stereo unspecified),3,2,3,-4,4,-0.7,5,-1,-2,1
COc1cc(NC(=O)C2CCN(S(=O)(=O)c3cnc[nH]3)CC2)cc(OC)c1OC,2,-2,1,2,0,0.3,-2,3,-5,0
Cc1cccc(NC(=O)c2sc3nc4c(c(-c5cccs5)c3c2N)CN(C)CC4)c1,-2,10,-145,20,0,-4.8,0,-9,-5,-8
CN(N=Cc1ccccc1O)C(=O)c1ccccc1N,-5,1,0,1,-4,0.5,-3,10,-4,11
CCOC(=O)C1=C(C(F)(F)F)Nc2ncnn2C1c1ccc(OC)c(OC)c1OC (stereo unspecified),-3,0,-3,9,-6,-0.6,0,3,-3,3
O=C(c1cccc(S(=O)(=O)NCc2ccccc2)c1)N1CCN(c2cccc(C(F)(F)F)c2)CC1,-2,1,5,-7,16,0.5,-6,-8,2,-12
O=C(Nc1ccccc1)NC1(C(=O)NCCCN2CCOCC2)CCCCC1,4,-1,0,-6,-10,-0.3,0,4,-2,-10
Cc1cc(NC(=O)Nc2cccc(Cl)c2)n(-c2ccccn2)n1,-2,0,3,-5,15,0.4,11,9,6,-21
Cc1ccccc1NC(=O)c1nc[nH]c1C(=O)NCc1ccccc1,-4,-1,2,-4,17,-0.3,7,4,0,-5
O=S(=O)(c1ccc(F)cc1)c1nc(-c2ccco2)oc1Nc1ccc(F)cc1,2,-5,-15,5,10,-1.6,1,-1,1,-4
Cc1nn(C)c(C)c1NC(=O)CSc1nc(Cc2ccccc2)nc2c1cnn2-c1ccccc1,-9,1,2,-5,1,0.3,1,0,0,-1
O=C(C1CCCN(c2ncnc3c2nc2n3CCCCC2)C1)N1CCCCC1 (stereo unspecified),1,-4,-1,0,-4,-0.3,8,-6,-3,-1
CCn1c(=NC(=O)CS(=O)(=O)c2ccc(F)cc2)sc2cccc(OC)c21,0,-2,-28,11,-31,-1.0,-2,-4,-8,4
O=C1CCC([N+](=O)[O-])C(c2ccccc2Br)N1 (stereo unspecified),6,-2,-4,-2,8,0.8,6,-1,-3,-1
COc1ccc(NS(=O)(=O)c2cc(OC)ccc2NC(=O)c2cc(C)oc2C)cc1,-2,-3,5,-4,15,-0.5,8,10,8.8*,-10
COc1ccc(C(=O)c2ccc(CC(=O)O)s2)cc1,11,2,-12,-3,3,0.2,-3,-6,3,5
O=C(O)CCC(=O)N1N=C(c2ccccc2)CC1c1ccc(Br)cc1 (stereo unspecified),-1,3,-1,9,-4,0.3,-1,-2,-1,-3
COc1ccc2[nH]c3c(c2c1)CN(C)CC3,2,-2,-3,-1,-10,1.0,4,-12,-2,8
CC1(C)Cc2cccc(OCC(=O)Nc3ccccc3F)c2O1,-8,4,-2,5,-4,0.1,5,0,-2,-9
COc1ccc(NC(=S)NC2CCCCC2)cn1,4,4,-2,-1,-5,1.0,-2,-2,-6,-4
COCCNC(=O)c1ccc(NC(=O)C2(c3ccccc3)CCCC2)cc1,7,-1,-1,0,0,-0.1,-5,-8,-7,-6
CC(=O)c1ccc(NC2CC(O)C(O)CO2)cc1 (stereo unspecified),3,-1,6,3,4,-0.5,14,0,-10,-11
O=C(c1ccc([N+](=O)[O-])cc1)c1cc2ccc(O)cc2oc1=O,1,2,4,3,9,0.3,1,-9,-3,2
COc1cc(C)ccc1S(=O)(=O)NC(=O)C1(C)CCN1C(=O)Cc1ccc(Cl)cc1Cl (stereo unspecified),-4,1,-1,-12,4,0.0,5,5,1,-2
CCCCCCC(=O)Nc1ccc(C(=O)N2CCCC2)cc1,2,4,1,3,0,-0.1,-1,-1,1,3
CCN(C(=O)COC(=O)c1ccc2ccccc2n1)c1c(N)n(Cc2ccccc2)c(=O)[nH]c1=O,-2,8,2,1,-5,0.6,1,-6,-2,-1
CCN(C(=O)CSc1cc(C)c2ccccc2n1)C1CCS(=O)(=O)C1 (stereo unspecified),3,1,1,0,1,0.2,-6,-7,0,6
CCOc1ccc(-c2nn[nH]n2)cc1,2,3,-2,3,-5,0.2,-9,2,-5,5
CC(NS(=O)(=O)c1ccc(F)cc1)C(c1cccs1)N1CCN(C)CC1 (stereo unspecified),-8,3,7,-7,1,-0.4,-12,8,3,-1

# Next section; the last six above are carried over.
smiles,Tn7 DDE FP,LEDGF integ inh,PLC-gamma1 inh,TDP2 inh,ADAM10 inh,KLK7 zymogen act,ARFGAP1 inh,ASAP1 GAP inh,ADAM17 inh,DDE Tn6 FP inh
COc1cc(C)ccc1S(=O)(=O)NC(=O)C1(C)CCN1C(=O)Cc1ccc(Cl)cc1Cl (stereo unspecified),-4,1,-1,-12,4,0.0,5,5,1,-2
CCCCCCC(=O)Nc1ccc(C(=O)N2CCCC2)cc1,2,4,1,3,0,-0.1,-1,-1,1,3
CCN(C(=O)COC(=O)c1ccc2ccccc2n1)c1c(N)n(Cc2ccccc2)c(=O)[nH]c1=O,-2,8,2,1,-5,0.6,1,-6,-2,-1
CCN(C(=O)CSc1cc(C)c2ccccc2n1)C1CCS(=O)(=O)C1 (stereo unspecified),3,1,1,0,1,0.2,-6,-7,0,6
CCOc1ccc(-c2nn[nH]n2)cc1,2,3,-2,3,-5,0.2,-9,2,-5,5
CC(NS(=O)(=O)c1ccc(F)cc1)C(c1cccs1)N1CCN(C)CC1 (stereo unspecified),-8,3,7,-7,1,-0.4,-12,8,3,-1
CC(C)N1CCSC1=S,-2,0,5,9,-8,0.3,-7,-14,-5,-8
O=S(=O)(NCCC1=CCCCC1)c1c(Cl)cccc1Cl,3,-2,3,6,3,0.3,11,-5,-2,-1
CC(=O)c1ccc(OCc2cn(CC(=O)c3ccc(O)cc3)nn2)c(C)c1,5,3,2,4,-8,-0.3,2,3,-2,6
CCC(=O)N1CCN(c2ccccc2NC(=O)c2ccc([N+](=O)[O-])o2)CC1,1,2,-4,-2,5,0.0,-5,-12,-1,-2
O=C(C[C@@H]1C[C@@H]2c3cc(NC(=O)c4ccc5c(c4)OCO5)ccc3O[C@@H]2[C@@H](CO)O1)NCc1cccnc1,-2,0,2,6,-14,-0.1,8,-2,-2,6
Cc1nc2c(nnn2Cc2ccccc2)c(=O)n1-c1ccccc1,4,3,3,20,2,0.3,6,-1,-1,4
COC(=O)C1=C(C)N(Cc2ccccc2C(F)(F)F)C(=NCc2ccccc2)NC1c1cccc(F)c1 (stereo unspecified),2,-1,-2,-7,-11,-1.1,0,-12,-2,-1
O=C1C2C3C=CC(C3)C2C(=O)N1/N=C/c1ccc(-c2ccccc2[N+](=O)[O-])o1 (stereo unspecified),-6,-1,-1,13,-2,-1.2,9,6,-3,0
COc1ccc(N2C(=O)NC(NC(=O)c3ccncc3)(C(F)(F)F)C2=O)cc1 (stereo unspecified),0,4,3,-9,-4,-0.3,4,7,-5,-5
COC(=O)c1sc2nc(N3CCCCC3)c3c(c2c1N)CCCC3,1,-5,-70,-5,-117,0.2,9,-17,-25,-2
CCN(CC)c1nc(OC)nc(-n2nnc(C(C)=O)c2C)n1,-1,-1,6,-8,8,-0.1,-4,-7,7,3
CCCn1c(CCNc2nc(-c3ccc(OC)cc3)cs2)nc2ccccc21,-4,1,-2,4,5,-0.4,-8,8,3,8
COc1cccc(-n2nnc3c(=O)n(Cc4ccccc4F)cnc32)c1,2,1,-13,9,6,0.4,-5,2,-2,5
Cc1nn(-c2ccccc2)c2[nH]c(=O)cc(C(F)F)c12,-2,0,0,4,-7,-0.4,-1,-11,-4,-5
CCCCN1CN2Cc3ccc(C)cc3C2CS1(=O)=O (stereo unspecified),0,-5,-10,12,-9,-0.2,nt,nt,-5,-4
CCCCCSc1nc(N2CCOCC2)c2c(c1C#N)CC(C)(C)OC2,-11,0,4,-2,-7,-0.3,11,-5,-3,8
O=C1NCCN1CCN1CCC(c2cn(-c3ccc(F)cc3)c3ccc(Cl)cc23)CC1,4,2,-3,5,-2,1.3,nt,nt,3,8
Cc1noc(C)c1C(=O)OCC(=O)/C=C1\N(C)c2ccccc2C1(C)C,5,-2,-6,9,-9,-0.1,2,1,1,4
ONC(=Nc1ccccc1Cl)c1c(F)cccc1F,-13,-1,0,6,-6,0.8,-5,-2,3,1
CC(=O)Oc1ccc(C(=O)Nc2ccc(S(=O)(=O)N3CCOCC3)cc2)cc1,5,-4,-1,2,1,0.2,4,5,-1,-5

# The order is random (roughly 4.2% active in at least one column).
